Nrf2 activator – qHTS of Nrf2 Activators; AREc32 ARE-luciferase reporter (MCF7-derived line), luminescence, 24 h; Potency, µM (series often up to 46.1 µM), for inactives: top-dose activation, hits mostly activators; hit rate 0.31% among 410,000; also: potency is read from the fitted curve at half-maximal effect; % of control where 0% means no effect; nearly all actives have a fitted effect of over 65% in size
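Luminescent ARE reporter assay in AREc32_Fluc cells: overnight plating at 37 deg C, 24 hr compound incubation, Steady-Glo added, 30 min RT before reading.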
A549 viability – Nrf2 qHTS screen for inhibitors: counterscreen for cytotoxicity; A549 ARE-Fluc cells, CellTiter-Fluor viability, 18-24 h; Potency, µM (doses to about 46 µM), without a hit: at the highest dose activity change, negative = cytotoxicity, hits mostly inhibitors; hit rate 0.16% among 390,000; AID 504648, 2011; also: potency is read from the fitted curve at half-maximal effect; % is scaled to controls: 0 for no effect and ±100 for the full control effect
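A549 ARE_Fluc cells in 5% FBS OPTI-MEM were exposed to compounds in concentration-response for 18-24 h at 37 deg C. Viability was read by CellTiter-Fluor fluorescence (Ex 405/Em 525) after 30 min, before the luciferase read.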
IL1B secr inh – qHTS for Inhibitors of Inflammasome Signaling: IL-1-beta AlphaLISA Primary Screen. hit rate 4.7% among 360,000. activity change, % at 57.5 µM. THP-1 LPS/ATP IL-1B secretion, AlphaLISA, 16 h; stronger effect = lower value. AID 743279, 2014; in the data active = activity change below about -50%; inconclusive = mostly about -30% to -49%; also: % is scaled to controls: 0 for no effect and ±100 for the full control effect
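Secreted IL-1B measured by AlphaLISA bead assay after 16 h compound exposure of THP-1 cells; compounds (final up to 57.5 uM) added 1 h before LPS (250 ng/mL) and ATP (1.25 mM) stimulation; lower signal means less secretion.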
Nrf2 inh – Nrf2 qHTS screen for inhibitors; A549 ARE-Fluc reporter, luciferase luminescence, 18-24 h; Potency, µM (titrated, usually from 46 µM), inactives show at the highest dose activity change, negative = inhibition, actives largely listed as inhibitors; hit rate 2.1% among 360,000; also: potency is read from the fitted curve at half-maximal effect; % is scaled to controls: 0 for no effect and ±100 for the full control effect; nearly all actives have a fitted effect of over 60% in size
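In this cell-based qHTS, ARE-driven firefly luciferase in A549 cells reports Nrf2 activity; the luminescent signal after BugLite lysis is the measured value, with a prior CellTiter-Fluor read for cell health.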
HepG2 tox – qHTS for Inhibitors of TGF-b: Cytotox Counterscreen | HepG2 CAGA-GFP viability, ATP luminescence, 18 h | Potency, µM (doses to about 46.1 µM), for the others: at the top dose activity change, negative = cytotoxicity, actives largely listed as cytotoxic | hit rate 0.76% among 410,000; also: potency is read from the fitted curve at half-maximal effect; some results filed as inactive show a strong effect at the top dose
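HepG2 CAGA-GFP cells (1000/well, DMEM with 1% FBS) received compound, then TGF-beta at 500 pg/mL final, and were incubated 18 hours at 37 degrees C. Viability was read by CellTiter-Glo luminescence. Media-only wells were set as complete cell-killing and DMSO as no toxicity.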
ATXN2 expr inh – Primary qHTS for Inhibitors of ATXN expression | HEK-293 ATXN2-luciferase reporter, luminescence, 24 h | Potency, µM (highest dose often 57 µM), for inactives: at the top dose activity change, negative = inhibition, actives largely listed as inhibitors | hit rate 0.72% among 360,000; also: potency is read from the fitted curve at half-maximal effect; % is scaled to controls: 0 for no effect and ±100 for the full control effect; nearly all actives have a fitted effect of over 55% in size
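qHTS (up to 57 uM final) was run with 24 h compound exposure of reporter cells at 37 °C. Each well was multiplexed: SteadyGlo luminescence measured ATXN2-luciferase expression after a fluorogenic Gly-Phe-AFC viability readout (25 uM final).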
ATXN viability – Viability Counterscreen for Primary qHTS for Inhibitors of ATXN expression. hit rate 0.49% among 400,000. Potency, µM (highest dose often 56.7 µM), hits mostly cytotoxic. AID 651635, 2014. S2 cells (HEK-293 line with an ATXN2-luciferase reporter) viability, CellTiter-Fluor protease fluorescence, 24 h; also: potency is read from the fitted curve at half-maximal effect; nearly all actives have a fitted effect of over 40% in size
TGFb SMAD3 inh – qHTS for Inhibitors of TGF-b. HepG2 CAGA-GFP TGF-b/SMAD3 reporter, GFP fluorescence, 18 h; TGF-beta stimulated, 500 pg/mL final. Potency, µM (top dose mostly 46.1 µM), for the others: at the top dose activity, negative = inhibition, actives largely listed as inhibitors. hit rate 1.2% among 410,000. AID 588855, 2011; also: potency is read from the fitted curve at half-maximal effect; % is scaled to controls: 0 for no effect and ±100 for the full control effect; nearly all actives have a fitted effect of over 65% in size
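Using HEPG2 CAGA-GFP reporter cells at 1000 cells/well, we pinned test compounds, stimulated with recombinant TGF-beta (500 pg/mL final) and measured total well GFP after 18 h.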
MCF10A rerep – A quantitative high throughput screen for small molecules that induce DNA re-replication in MCF 10a normal breast cells; MCF 10A DNA re-replication, Hoechst nuclear intensity, 48 h; Potency, µM (doses to about 46.1 µM), inactives show at the top dose activity, positive = re-replication, most hits filed as activators; hit rate 2.9% among 350,000; AID 624296, 2012; also: potency is read from the fitted curve at half-maximal effect; % of control where 0% means no effect; nearly all actives have a fitted effect of over 50% in size
Active calls of the source: *; i = inactive; ? = inconclusive; nt = not tested or not shown; [ ] = remark or other dose. Unless noted, calls follow the shape of the dose curve; as a rule, active = well fitted curve in the direction sought with a large enough effect; inconclusive = small, poorly fitted or top-dose-only effect, or another doubt; inactive = no such curve, though single readings can be large; an effect the other way counts as inactive or inconclusive.

SMILES	Nrf2 activator	A549 viability	IL1B secr inh	Nrf2 inh	HepG2 tox	ATXN2 expr inh	ATXN viability	TGFb SMAD3 inh	MCF10A rerep
CCCNC(=O)CN(C1CCCCC1)S(C)(=O)=O	0.2%	-5.2%	5.6	11.3%	-5.0%	-4.9%	i	13.3%	0.6%
CCc1ccc(-c2nc(SCC(=O)c3c(N)n(C4CC4)c(=O)[nH]c3=O)n[nH]2)cc1	0.1%	-0.2%	29.5	15.5%	42.1%	nt	i	32.8%	6.8%
Cc1ccc(OCC(O)Cn2c(N)nc3c2c(=O)n(C)c(=O)n3C)cc1 (stereo not given)	-0.2%	-2.0%	57.2	?	0.8%	-18.2%	i	0.3%	-2.4%
CNc1nnc(CSc2nc3ccccc3s2)s1	0.4%	-5.4%	29.6	?	-2.6%	39.1%[activator]	i	16.3%	?
COc1ccc(C2Nc3ccccc3C(=O)N2Cc2ccco2)cc1COc1ccc(F)cc1 (stereo not given)	3.3%	6.8%	-20.1	?	5.8%	-15.8%	i	-16.2%	?
CCOC(=O)C1CCCN(CC(O)COCc2ccc3c(c2)OCO3)C1 (stereo not given)	-1.3%	1.2%	-12.5	-4.5%	-10.6%	-3.2%	i	?	3.0%
O=C1c2ccccc2C(=O)N1CCc1c[nH]c2ccc(O)cc12	4.2%	-8.7%	-6.1	14.3%	-1.0%	23.1%	i	7.1%	-2.1%
O=C(CN1C(=O)NC2(CCCC2)C1=O)Nc1cc(Cl)ccc1N1CCCC1	0.3%	9.2%	-16.6	-4.6%	-58.8%	-7.3%	i	-12.0%	1.0%
C=CCn1c(SCC(=O)N2CC(C)OC(C)C2)nnc1-c1ccncc1 (stereo not given)	0.2%	6.5%	-5.8	-6.7%	11.5%	-2.6%	i	19.2%	-2.7%
CCOCc1nnc(NC(=O)c2ccc(NC(C)=O)cc2)s1	-0.6%	-1.9%	5.1	0.0%	-0.2%	1.4%	i	12.0%	-3.9%
C[C@H](NC(=O)C(c1ccccc1)c1ccccc1)c1ccccc1	0.4%	-16.6%	-8.3	-19.3%	-27.1%	2.8%	i	0.7%	0.8%
COc1cccc(CSc2nnc(C(F)(F)F)n2Cc2ccc(F)cc2)c1	0.3%	8.2%	-11.4	nt	1.5%	44.2%[activator]	i	-2.1%	0.9%
N#CCSc1ncnc2ccccc12	?	15.2%	-7.5	?	-12.9%	-11.6%	i	-28.1%	?
Clc1ccc2ncc(-c3nnnn3-c3ccccc3)c(-c3ccccc3)c2c1	-0.7%	?	4.8	?	-14.6%	-29.5%	i	?	15.0%
C[C@@H]1CN([C@H](C)CO)C(=O)c2cc(C#CC(C)(C)O)cnc2O[C@@H]1CN(C)C(=O)C1CC1	0.4%	nt	-8.7	nt	7.8%	4.2%	i	-3.1%	nt
COc1ccc(-c2noc(CSc3nc4sc(C)c(C)c4c(=O)n3-c3ccccc3)n2)cc1OC	-0.4%	-6.0%	23.9	3.9%	0.4%	-9.7%	?	-7.4%	?
NC(=O)c1ccc[n+](CC(=O)c2cccc([N+](=O)[O-])c2)c1	3.5%	-1.5%	17.8	-10.2%	-2.3%	nt	?	0.8%	-12.5%
COc1ccc(OCC(=O)Nc2ccncc2)cc1	-0.3%	2.8%	0.0	-0.7%	-0.6%	0.2%	i	-13.2%	1.9%
O=C(Nc1ccc(S(=O)(=O)Nc2nccs2)cc1)c1cccc(F)c1	-0.3%	-1.1%	-12.0	-1.1%	3.4%	7.6%	i	1.1%	-2.4%
CN(CCOC(=O)c1ccccc1)Cc1ccccc1	0.1%	1.0%	-5.3	0.6%	4.1%	0.2%	i	-1.4%	-8.2%
Cc1nc2cc3ccccc3cc2c(=O)[nH]1	-0.2%	-6.0%	5.5	12.6%	-8.8%	25.8%	i	-12.9%	17.3%
CCN(Cc1ccccc1)c1ccc(/C=N/NC(=O)c2cccc(S(=O)(=O)N3CCOCC3)c2)cc1	2.8%	-21.7%	5.1	11.6µM*	-9.7%	-30.7%	i	0.0%	?
COc1ccccc1NC(=O)CSc1nnc(C2CCCCC2)o1	0.9%	-1.3%	8.9	4.2%	5.3%	19.7%	i	-22.6%	11.3%
CCOc1ccc(CC(=O)NCC2(N3CCCCC3)CCCCC2)cc1	-0.2%	-9.9%	0.0	0.1%	-0.9%	nt	i	2.2%	-1.5%
COc1cc2c(cc1OC)CN(C(=O)Cn1ccccc1=O)CC2	0.9%	1.8%	17.9	2.0%	-4.3%	-5.2%	i	5.6%	1.1%
The listing continues.
SMILES	Nrf2 activator	A549 viability	IL1B secr inh	Nrf2 inh	HepG2 tox	ATXN2 expr inh	ATXN viability	TGFb SMAD3 inh	MCF10A rerep
CC(C)C(CC(=O)NCc1ccco1)c1ccco1 (stereo not given)	2.0%	11.3%	1.9	10.7%	-21.7%	-5.3%	i	1.9%	-1.8%
COCCn1c(C)cc(C(=O)COC(=O)CCc2ccc(S(=O)(=O)N3CCOCC3)cc2)c1C	-0.3%	6.4%	3.3	17.1%	-5.8%	1.3%	i	0.0%	0.6%
COc1ccc(CC(=O)OCC(=O)NC2CCCCCC2)cc1OC	-0.3%	-5.1%	-4.7	2.4%	2.0%	0.7%	i	-12.8%	-0.1%
O=C(CCc1ccccc1)Nc1cccc(-c2nnc(-c3ccco3)o2)c1	-0.6%	3.2%	33.5	-7.4%	-25.9%	12.0%	?	-4.7%	14.1%
COc1ccc(NC(=O)C/C(C)=N/NC(=O)c2ccccn2)c(OC)c1	-0.3%	-0.3%	-0.7	?	0.9%	28.2%	i	4.4%	-23.0%
O=C(c1nc(-c2ccc(Cl)cc2)n2c1CCCCC2)N1CCN(c2ccccc2F)CC1	0.7%	?	nt	-24.8%	-44.9%	-34.4%	?	?	nt
CC1(CCc2ccc3c(c2)OCO3)NC(=O)c2ccccc2N1 (stereo not given)	0.0%	1.0%	-14.0	-13.3%	-9.8%	-12.1%	i	-14.0%	?
COc1ccc(C(=O)CCC(=O)NC2=NCCS2)cc1	-0.5%	1.0%	-3.4	-9.9%	1.2%	nt	i	-5.2%	-2.6%
CC(C)NC(=O)Nc1ccc2c(c1)C(=O)N([C@H](C)CO)C[C@H](C)[C@@H](CN(C)Cc1ccc(C(F)(F)F)cc1)OCCCC[C@@H](C)O2	0.1%	nt	?	nt	-23.5%	?	?	?	nt
CC(C)c1ccc(NC(=O)C2Cc3c(-c4ccc(Cl)cc4)ccnc3O2)cc1 (stereo not given)	0.1%[9.22 µM]	nt	?	nt	-16.1%	26.0%	i	2.9%	nt
CCOC(=O)C1CCN(C(=O)c2cc3ccc4ccc(C)[nH]c4c3n2)CC1	8.8%	0.0%	nt	?	-28.6%	6.0%	i	?	nt
Cc1cccc(Cc2cnc(NC(=O)c3ccc(C)o3)s2)c1	0.1%	-18.0%	-12.7	?	4.2%	65.4%[activator]	i	6.2%	2.59µM*
CC(NC(=O)c1ccc2c(c1)OCCO2)c1ccc(S(N)(=O)=O)cc1 (stereo not given)	0.1%	-16.5%	5.7	5.1%	-5.4%	4.1%	i	-3.8%	1.7%
COC(=O)c1scc(C)c1NC(=O)Cc1ccccc1	19.2%	2.2%	20.0	-4.9%	2.0%	2.2%	i	-25.6%	14.7%
CC(=O)COC(=O)c1cccc(N2C(=O)C3C4C=CC(C4)C3C2=O)c1 (stereo not given)	-0.2%	6.7%	20.2	-7.9%	-4.1%	0.9%	i	5.6%	-11.5%
CC(=O)c1cc2c(cc1NC(=O)CSc1ncccn1)OCO2	-1.4%	nt	-13.4	nt	-2.1%	nt	i	-5.3%	nt
COC(=O)CSC1=C(C#N)C(c2ccccc2F)CC(=O)N1 (stereo not given)	0.0%	-1.5%	35.4	-6.1%	5.6%	-9.8%	i	1.5%	11.8%
O=C(CCn1c(=O)sc2ccccc21)Nc1nccs1	4.6%	2.9%	-20.5	27.0%	-15.1%	14.8%	i	1.5%	5.5%
COCCn1nnnc1C(CC(C)C)N1CCN(C(=O)c2ccco2)CC1 (stereo not given)	0.2%	2.0%	35.6	?	4.5%	0.9%	i	-0.1%	3.3%
Cc1ccc(N(C(=O)CNC(=O)c2ccco2)C(C(=O)NC2CCCC2)c2cccnc2)c(C)c1 (stereo not given)	-0.1%	0.9%	8.7	-2.2%	-5.7%	-4.3%	i	-1.5%	-10.7%
CCCCCCNC(=O)O[C@H]1C[C@H](C(=O)OC)[C@H](C(=O)OC)C2CN(S(=O)(=O)c3ccc(C)cc3)C[C@@]21O (stereo not given in full)	1.5%	nt	-29.2	nt	-70.7%	4.5%	i	?	nt
Cc1cc(C)cc(Cn2cc(CN3CC(N4CCN(C)CC4)CS3(=O)=O)nn2)c1 (stereo not given)	4.4%	nt	-5.9	nt	nt	7.3%	i	nt	nt
CC(Nc1c[nH]c(=O)[nH]c1=O)c1ccccc1 (stereo not given)	0.2%	0.6%	19.2	1.7%	3.9%	-13.4%	i	-5.4%	-0.8%
CC(C)(C)c1ccc(OCC(=O)NCCN2CCOCC2)cc1	-0.5%	-20.1%	5.2	7.0%	0.7%	0.8%	i	10.3%	0.8%
COc1ccc(CCN2C(=O)CN(Cc3ccccc3)CC2=O)cc1OC	0.1%	10.1%	-8.5	9.1%	-4.4%	16.8%	i	-3.5%	3.7%
CC(C)C[C@@H](CSc1ccc(Br)cc1)N1CCN(C)CCC1=O	4.2%	1.5%	-2.9	?	-6.3%	37.0%[activator]	i	-20.2%	1.4%
CC1(C)C2CC=C(/C=N/NC(=S)Nc3cccnc3)C1C2 (stereo not given)	-0.5%	-3.5%	9.4	21.4%	4.0%	16.3%	i	3.0%	-8.3%
COc1ccc(CNC(=O)C2CCN(S(=O)(=O)N3CCCCC3)CC2)c(OC)c1	0.4%	-1.6%	0.0	-16.5%	-2.6%	-2.8%	?	3.2%	6.8%
Cc1ccc(C(=O)c2cn(Cc3cccc(F)c3)c3nc(C)ccc3c2=O)cc1	-0.9%	-0.5%	nt	-20.7%	-26.8%	?	i	-27.0%	nt
